# Assay outcomes from PubChem.
# DAT uptake mod = human DAT dopamine uptake with cocaine, either direction; Q01959; LLC-PK1 hDAT cells, [14C]-dopamine uptake with cocaine IC80; actives deviate in either direction; B-score at 10 µM; 1.3% of 110,000 active; AID 449768;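 active = Z score or B-score, a plate-position-corrected score, falls beyond the plate's 99.7% confidence bounds, in either direction; inactive = both scores lie inside the 99.7% bounds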;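 note: scored against the spread of the other compound wells on the same plate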
# Target sequence (Q01959 whole entry, looked up): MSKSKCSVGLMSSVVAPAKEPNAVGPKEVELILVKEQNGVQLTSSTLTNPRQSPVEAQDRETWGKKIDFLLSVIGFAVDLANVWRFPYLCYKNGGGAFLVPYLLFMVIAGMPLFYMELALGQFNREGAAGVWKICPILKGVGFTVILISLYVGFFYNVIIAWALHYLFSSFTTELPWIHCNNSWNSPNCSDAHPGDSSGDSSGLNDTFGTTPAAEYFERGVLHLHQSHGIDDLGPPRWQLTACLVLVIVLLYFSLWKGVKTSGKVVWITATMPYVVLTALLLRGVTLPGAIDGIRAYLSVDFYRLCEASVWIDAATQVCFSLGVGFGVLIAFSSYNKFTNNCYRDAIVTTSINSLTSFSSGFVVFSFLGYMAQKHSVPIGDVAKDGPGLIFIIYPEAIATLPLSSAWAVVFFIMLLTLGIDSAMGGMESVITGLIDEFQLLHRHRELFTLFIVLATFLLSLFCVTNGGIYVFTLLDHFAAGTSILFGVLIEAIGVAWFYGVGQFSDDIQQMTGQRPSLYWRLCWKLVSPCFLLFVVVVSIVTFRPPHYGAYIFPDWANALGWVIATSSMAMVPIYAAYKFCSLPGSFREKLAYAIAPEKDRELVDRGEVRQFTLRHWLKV
# Starred values were filed as active, the others as inactive.
C[C@H](NC(=O)c1nc[nH]c1C(=O)NC(c1ccccc1)c1ccccc1)C(=O)OCc1ccccc1
  DAT uptake mod: 0.253

C#CCOCCOCCOCCNc1nc(N2CCN(C(=O)[C@H]([C@@H](C)CC)n3cc([C@@H](N)Cc4ccc(O)cc4)nn3)CC2)nc(N2CCN(C(=O)[C@H]([C@@H](C)CC)n3cc([C@@H](N)CC(C)C)nn3)CC2)n1
  DAT uptake mod: 1.21

C#CCn1c(=NC(=O)CSC(C)=O)sc2cc(F)ccc21
  DAT uptake mod: 0.135

COc1ccc(-c2c([C@H]3[C@H]4C=CC[C@@H](C)[C@@H]4C(=O)N3Cc3ccccc3)ccc3ccccc23)cc1
  DAT uptake mod: 1.57

CCCCOc1ccccc1NC(=O)CC1Nc2ccccc2NC1=O (stereo not drawn)
  DAT uptake mod: -0.0211

CN1CCN(C(CNS(=O)(=O)c2cccs2)c2cccnc2)CC1 (stereo not drawn)
  DAT uptake mod: -0.00301

CC1CCN(c2nc3c(c(=O)n(C)c(=O)n3C)n2CCSc2ncccn2)CC1
  DAT uptake mod: -1.03

COC(=O)[C@@]1(Cc2ccc(F)cc2)[C@H]2c3cc(C(=O)N(C)C)n(Cc4nc5ccccc5[nH]4)c3C[C@H]2CN1C(=O)c1ccccc1
  DAT uptake mod: 1.25

Cc1c(Cl)cccc1Nc1ccccc1C(=O)O
  DAT uptake mod: 0.527

CCC1=C(OC(=O)N(CC)CC)N2C(=O)OC(=NCCc3c[nH]c4ccccc34)[C@]2(Cc2ccccc2)[C@H]2C1=CC[C@H]1C(=O)N(CC(=O)OC)C(=O)[C@H]12
  DAT uptake mod: 1.2

C=CCOC(=O)C1=C[C@@H](C2CCCCC2)C[C@@H](OCc2ccc(CO)cc2)O1
  DAT uptake mod: -0.723

CCC1CCCCN1Cc1nc2c(c(=O)n(C)c(=O)n2C)n1CCC(C)C (stereo not drawn)
  DAT uptake mod: 1.11

CCCc1cc(=O)oc2c3c(c4c(c12)OC(C)(C)C=C4)OC(C)C(C)C3O (stereo not drawn)
  DAT uptake mod: -0.0254

CC(C)(O)[C@H](O)COc1c2ccoc2cc2oc(=O)ccc12
  DAT uptake mod: 0.0623

CCN1C(=O)N[C@H](c2ccc(Br)cc2)C(C(=O)OC)=C1C
  DAT uptake mod: -0.433

# The final five compounds of the part before open the next one.
C=CCOC(=O)C1=C[C@@H](C2CCCCC2)C[C@@H](OCc2ccc(CO)cc2)O1
  DAT uptake mod: -0.723

CCC1CCCCN1Cc1nc2c(c(=O)n(C)c(=O)n2C)n1CCC(C)C (stereo not drawn)
  DAT uptake mod: 1.11

CCCc1cc(=O)oc2c3c(c4c(c12)OC(C)(C)C=C4)OC(C)C(C)C3O (stereo not drawn)
  DAT uptake mod: -0.0254

CC(C)(O)[C@H](O)COc1c2ccoc2cc2oc(=O)ccc12
  DAT uptake mod: 0.0623

CCN1C(=O)N[C@H](c2ccc(Br)cc2)C(C(=O)OC)=C1C
  DAT uptake mod: -0.433

C/C=C\C=C/C(=O)Nc1cccc(C2=NOC3(C2)C[C@@H](C(N)=O)N(C(=O)COc2ccc(Cl)cc2)C3)c1 (stereo partly drawn)
  DAT uptake mod: 0.404

Cc1nc(C(N)=O)nc2ccccc12
  DAT uptake mod: -0.0382

Cc1nc(NC(=O)c2ccccc2)sc1C1(C)CC(c2ccccc2F)=NO1 (stereo not drawn)
  DAT uptake mod: 1.01

CCCCCCNS(=O)(=O)c1ccccc1Br
  DAT uptake mod: -1.39

Cn1c(=O)c2c(ncn2CC(=O)Nc2nc(-c3ccccc3Cl)cs2)n(C)c1=O
  DAT uptake mod: -0.0274

CC1(C)C2CC[C@]3(C)C(CC=C4[C@@H]5C[C@@](C)(CO)[C@@H]6C[C@@]5(CC[C@]43C)C(=O)O6)[C@@]2(C)CC[C@@H]1O (stereo partly drawn)
  DAT uptake mod: 1.44

CN1CCC(=O)N([C@H](CSc2ccc(Br)cc2)c2ccccc2)CC1
  DAT uptake mod: 1.47

C[C@@H]1CCC[C@]2(O[C@H](CCO)C[C@H](O)[C@H]2O)O1
  DAT uptake mod: -0.717

CCOc1ccc(NC(=O)c2ccc(F)cc2F)cc1
  DAT uptake mod: -0.349

C/C=C(\C)C(=O)Nc1cccc(C2=NOC3(C2)C[C@@H](C(N)=O)N(C(=O)/C(C)=C/C)C3)c1 (stereo partly drawn)
  DAT uptake mod: -0.76

CC[C@@H](C)[C@@H](C(=O)N1CCNCC1)n1cc(CCC(=O)O)nn1
  DAT uptake mod: -0.828

CCCCCCCCCC(=O)OCC(O)CO (stereo not drawn)
  DAT uptake mod: -0.812

COc1ccc(O[C@H]2C=C[C@@H](c3ccccc3)O[C@@H]2COC(=O)CCC(C)=NO[C@@H]2O[C@H](COC(C)=O)[C@@H](OC(C)=O)[C@H](OC(C)=O)[C@H]2OC(C)=O)cc1
  DAT uptake mod: 1.32

O=C1c2ccccc2S(=O)(=O)c2cc(N3CCC(C(=O)N4CCCCC4)CC3)ccc21
  DAT uptake mod: -0.162

NCCCC[C@@H]1NC(=O)c2cc([N+](=O)[O-])cc(I)c2SC[C@@H](C(N)=O)NC(=O)[C@H](Cc2ccc(O)cc2)NC1=O
  DAT uptake mod: -0.477

COc1ccc(C[C@H]2CN3C(=NC[C@H]3C)N2CCNC(=O)CCC2CCCCC2)cc1
  DAT uptake mod: 0.38

O=C(NCCSc1c[nH]c2ccccc12)c1c(F)cccc1F
  DAT uptake mod: -0.061

CO/N=C(\C(=O)N[C@@H]1C(=O)N2C(C(=O)O)=C(COC(N)=O)CS[C@H]12)c1ccco1
  DAT uptake mod: -0.599

O=S1(=O)[C@H]2CC3O[C@]2(C[C@@H]3c2ccc(F)cc2)CN1Cc1ccc(Cl)cc1
  DAT uptake mod: -0.783

COc1cc2c(cc1OC)CN(Cc1cc(=O)n3cc(C)ccc3n1)CC2
  DAT uptake mod: 1.21

COC(=O)CCC(=O)OC1(C)C(=O)C=C2C=C(C3CC3)N(C3CC3)C=C2C1=O (stereo not drawn)
  DAT uptake mod: -0.958

CCC1=C(OC(=O)N(CC)CC)N2C(=O)OC(=NCCOC)[C@]2(Cc2ccccc2)[C@H]2C1=CC[C@H]1C(=O)N(CC(=O)OC)C(=O)[C@H]12
  DAT uptake mod: 0.00917

C[C@]12CC[C@@H]3c4ccc(O)cc4CC[C@H]3[C@@H]1C[C@@H](O)[C@@H]2O[C@@H]1O[C@H](C(=O)O)[C@@H](O)[C@H](O)[C@H]1O
  DAT uptake mod: -1.52

C#CCNC(=O)[C@H](Cc1ccc(C(=O)c2ccccc2)cc1)NC(=O)OC(C)(C)C
  DAT uptake mod: -0.105

CCOC(=O)CSc1nnc(C)c(C)n1
  DAT uptake mod: -1.24

Cc1cc(C)c2c(=O)n(-c3ccccc3)[nH]c2n1
  DAT uptake mod: -0.222

COc1cc(OC)c2c(-c3ccccc3)cc(=O)oc2c1C(CC(=O)N1CCN(c2ccccc2)CC1)c1ccc2c(c1)OCO2 (stereo not drawn)
  DAT uptake mod: 1.03

CC(=O)N(CC(C)(C)CC=C(C)C)c1ccccc1
  DAT uptake mod: -0.451

O=C(O)CN(CCO)CCN(CC(=O)O)CC(=O)O
  DAT uptake mod: 0.000854

CC(=O)OCC(=O)[C@@]12OC3(CCCC3)O[C@@H]1C[C@H]1[C@@H]3CCC4=CC(=O)C=C[C@]4(C)[C@@]3(F)[C@@H](O)C[C@@]12C
  DAT uptake mod: 0.361

CC(C)CN1CCC(=O)N([C@H](CSc2ccc(Br)cc2)Cc2ccccc2)CC1
  DAT uptake mod: -0.624

C=CCOC(=O)C1=C[C@H](C(C)(C)C)[C@@H](CCCO)[C@H](OCC)O1
  DAT uptake mod: -0.775

C[C@H]1[C@H](C)CC[C@]2(C)CC[C@]3(C)C(=CC[C@@H]4[C@@]5(C)CC[C@@H](O)[C@](C)(C(=O)O)[C@@H]5CC[C@]43C)[C@H]12
  DAT uptake mod: 0.26

Fc1ccccc1N1CCN(C2CCN(Cc3c[nH]c4ccccc34)CC2)CC1
  DAT uptake mod: -0.217

COC(=O)c1ccc(C23CC4(C2)[C@H](CN(CC2CCCCC2)[C@@H]4c2ccccc2)C3c2ccc(Cl)nc2)cc1 (stereo partly drawn)
  DAT uptake mod: 0.175

CC1(c2nnc(-c3cccc(Cl)c3)o2)CC(c2cccc(F)c2)=NO1 (stereo not drawn)
  DAT uptake mod: -0.51

CCCOC(=O)C1NC(=O)N2C(C(=O)OCCC)C(C)(C)S[C@H]12 (stereo partly drawn)
  DAT uptake mod: -0.434

C=C1CC2C(=O)N(Cc3ccccc3)C(C(=O)OCC)(C(=O)OCC)C1N2C(=O)OC(C)(C)C (stereo not drawn)
  DAT uptake mod: 0.0138

COc1cc(O)cc2occ(-c3ccc(O)cc3)c(=O)c12
  DAT uptake mod: -0.666

CC(=O)O[C@H]1CC[C@]2(C)[C@H]3CC=C4[C@@H]5[C@@H](C)[C@H](C)CC[C@]5(C(=O)O)CC[C@@]4(C)[C@]3(C)CC[C@H]2C1(C)C
  DAT uptake mod: -0.891

Cn1c(=O)cc(N2CCN(C(=O)c3ccco3)CC2)[nH]c1=O
  DAT uptake mod: 0.00567

O=C(NCc1ccccc1)C1=C[C@H](C2CCCCC2)C[C@H](OCc2ccc(CO)cc2)O1
  DAT uptake mod: 2.41

O=C(NC1CC1)C1=C[C@H](c2ccc(Br)cc2)C[C@H](OCc2ccc(CO)cc2)O1
  DAT uptake mod: 0.604

N#CC1=C2N=C(N)c3ccccc3N2C2=C(C(=O)CCC2)C1c1ccc(Cl)cc1 (stereo not drawn)
  DAT uptake mod: 1.34

CC(C)C[C@H]1COCCS(=O)(=O)N1Cc1ccc(Cl)c(Cl)c1
  DAT uptake mod: -0.461

CCC1=C(OC(=O)N(CC)CC)N2C(=O)OC(=NCCc3c[nH]c4ccccc34)[C@]2(C)[C@H]2C1=CC[C@H]1C(=O)NC(=O)[C@H]12
  DAT uptake mod: 0.793

CCOC(=O)C(C#N)(Cc1cc(OC)cc(OC)c1)Cc1cc(OC)cc(OC)c1
  DAT uptake mod: 0.641

O=C(NC1CC1)C1=C[C@H](c2coc3ccccc3c2=O)C[C@H](OCCCCO)O1
  DAT uptake mod: 0.195

Cc1coc2c1C(=O)C(=O)c1c-2ccc2c(C)cccc12
  DAT uptake mod: 0.473

COC(=O)[C@H]1[C@@H](C)N(Cc2ccccc2)C(=O)N[C@H]1c1cccc(C(F)(F)F)c1
  DAT uptake mod: -1.25

CC1(OC(=O)CCc2ccccc2)C(=O)C=C2C=C(c3ccc(C#N)cc3)N(CCc3ccccn3)C=C2C1=O (stereo not drawn)
  DAT uptake mod: -1.62

CC(C)C[C@H](NC(=O)c1nc[nH]c1C(=O)NCCCCCNC(=O)OC(C)(C)C)C(=O)OC(C)(C)C
  DAT uptake mod: 1.33

CC(C)c1cc(-c2cc(C(=O)NCc3ccccc3)on2)nc(NCC2CC2)n1
  DAT uptake mod: 1.41

NC(=O)CC(NC(=O)Cc1ccc(Br)cc1)c1ccc(N2CCN(c3ccccc3)CC2)c([N+](=O)[O-])c1 (stereo not drawn)
  DAT uptake mod: -1.89

COc1ccc(-c2coc3cc(O)cc(O)c3c2=O)cc1
  DAT uptake mod: 1.28

Brc1ccc([C@H]2CN3CCSC3=N2)cc1
  DAT uptake mod: -0.378

CC(O)[C@H]1CNC(=O)C(=O)N1CCc1cccc2ccccc12 (stereo partly drawn)
  DAT uptake mod: -0.405

CCOc1ccc(NC(=O)CC2C(=O)N(c3ccccc3)C(=O)N2CCOC)cc1 (stereo not drawn)
  DAT uptake mod: -0.358

C#Cc1ccc([C@H]2C=C(C(=O)NCc3ccccc3)O[C@@H](OCC)[C@@H]2CCCO)cc1
  DAT uptake mod: 0.197

O=C(O)C[C@H](O)C[C@H](O)/C=C/c1c(C2CC2)nc2ccccc2c1-c1ccc(F)cc1
  DAT uptake mod: 0.827

# Shown in CSV form: 4 of the compounds above.
smiles,DAT uptake mod
COc1ccc(O[C@H]2C=C[C@@H](c3ccccc3)O[C@@H]2COC(=O)CCC(C)=NO[C@@H]2O[C@H](COC(C)=O)[C@@H](OC(C)=O)[C@H](OC(C)=O)[C@H]2OC(C)=O)cc1,1.32
O=C1c2ccccc2S(=O)(=O)c2cc(N3CCC(C(=O)N4CCCCC4)CC3)ccc21,-0.162
NCCCC[C@@H]1NC(=O)c2cc([N+](=O)[O-])cc(I)c2SC[C@@H](C(N)=O)NC(=O)[C@H](Cc2ccc(O)cc2)NC1=O,-0.477
COc1ccc(C[C@H]2CN3C(=NC[C@H]3C)N2CCNC(=O)CCC2CCCCC2)cc1,0.38

# New compounds follow
C=CC1=C2C=C(C3CC3)N(CCCN(CC)CC)C=C2C(=O)C(C)(OC(=O)c2ccco2)C1=O (stereo not drawn)
  DAT uptake mod: -0.821

COc1ccc(C2/C=C\CN(C(=O)C3CCCCC3)CC(=O)N2Cc2ccc(F)cc2)cc1 (stereo not drawn)
  DAT uptake mod: 0.446

O=C(CSc1ccc2nnc(-c3ccccn3)n2n1)Nc1nccs1
  DAT uptake mod: 1.52

Cc1ccc(S(=O)(=O)N2CCC(=O)N(C(COCc3cccc(C(F)(F)F)c3)Cc3ccccc3)CC2)cc1 (stereo not drawn)
  DAT uptake mod: 0.754

COC(=O)C1N[C@@H]([C@@H](NC(=O)COc2ccccc2)C(=O)Nc2ccc(OC)cc2)SC1(C)C (stereo partly drawn)
  DAT uptake mod: 0.827

NC(=O)NCc1ccccc1
  DAT uptake mod: -0.585

O=C(NCc1ccccc1)C1=C[C@H](C2CC2)C[C@H](OCc2ccc(CO)cc2)O1
  DAT uptake mod: 1.02

COC(=O)c1c(C)cc(O)cc1O
  DAT uptake mod: 0.177

O=C1c2c(O)cc(O)cc2O[C@H](c2ccc(O)c(O)c2)[C@@H]1O
  DAT uptake mod: -0.564

COc1ccc(CN2[C@@H](CC(C)=O)c3cc(C(F)(F)F)ccc3S2(=O)=O)cc1
  DAT uptake mod: 0.514

COc1ccc(CNS(=O)(=O)c2ccc(C)cc2)cc1
  DAT uptake mod: 1.51

CCN1C(=O)N[C@@H](CCc2ccccc2)C(C(=O)OC)=C1C
  DAT uptake mod: 0.0945

CC(CN1c2ccccc2Sc2ccccc21)N(C)C (stereo not drawn)
  DAT uptake mod: -1.63

CCOC(=O)c1c(C)[nH]c2ccc(O)cc12
  DAT uptake mod: 0.378

COC(=O)c1cccc(C23CC4(C2)[C@H](CN(Cc2ccc(-c5ccccc5)cc2)[C@@H]4c2ccccc2)C3c2ccccc2)c1 (stereo partly drawn)
  DAT uptake mod: -0.677

# A portion of the library (hit frequency here may not be typical).
